Source: PubChem (several laboratories)
14-3-3 Bad PPI: disrupts binding of bovine 14-3-3 zeta to phospho-Bad peptide; inhibition, % at 21.7 µM; P63103; 220,000 compounds, 0.71% hits; TR-FRET 14-3-3zeta/Dy647-pBad peptide displacement, 1 h; AID 781;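 active means inhibition above about 70%, limit read from the data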;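 further: 0% = full 14-3-3 plus peptide FRET controls and 100% = background without 14-3-3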
PPC-1+TRAIL kill: PPC-1 cancer cell killing with TRAIL present. cell killing (% activity), % at 4 µM. 220,000 compounds, 0.41% hits. PPC-1 cells + TRAIL, ATPLite viability luminescence. AID 1443;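 active means cell killing above 50% in the first pass at 4 µM, then a duplicate retest at 5 µM averaging 50% or more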;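 further: plate controls were cells with TRAIL plus DMSO for no effect and medium-only wells lacking cells for full effect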
CHOP inhibitor: CHOP inhibition in unfolded protein response; CHO-K1 CHOP-promoter luciferase, tunicamycin-induced, 15-18 h; inhibition, % at 10 µM; 220,000 compounds, 3.8% hits; AID 2732;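 active means compounds that reduced the stress-induced luciferase reporter signal by more than about 70% of percent inhibition, limit read from the data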;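 further: 0% = tunicamycin plus vehicle and 100% = wells without tunicamycin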
TRPML3 agonist: activates the human TRPML3 channel | HEK293 TRPML3-YFP, Fluo-8 calcium fluorescence; 100% = the carbachol control signal | Q8TDD5 | activation, % at 3 µM | 220,000 compounds, 0.29% hits;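 active means activation above its plate's cutoff, the mean activation of the plate's test wells plus 3 SD, cut at about 12% in these data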;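 further: 0% = DMSO only wells and 100% = carbachol wells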
Target sequence (Q8TDD5 whole entry, looked up): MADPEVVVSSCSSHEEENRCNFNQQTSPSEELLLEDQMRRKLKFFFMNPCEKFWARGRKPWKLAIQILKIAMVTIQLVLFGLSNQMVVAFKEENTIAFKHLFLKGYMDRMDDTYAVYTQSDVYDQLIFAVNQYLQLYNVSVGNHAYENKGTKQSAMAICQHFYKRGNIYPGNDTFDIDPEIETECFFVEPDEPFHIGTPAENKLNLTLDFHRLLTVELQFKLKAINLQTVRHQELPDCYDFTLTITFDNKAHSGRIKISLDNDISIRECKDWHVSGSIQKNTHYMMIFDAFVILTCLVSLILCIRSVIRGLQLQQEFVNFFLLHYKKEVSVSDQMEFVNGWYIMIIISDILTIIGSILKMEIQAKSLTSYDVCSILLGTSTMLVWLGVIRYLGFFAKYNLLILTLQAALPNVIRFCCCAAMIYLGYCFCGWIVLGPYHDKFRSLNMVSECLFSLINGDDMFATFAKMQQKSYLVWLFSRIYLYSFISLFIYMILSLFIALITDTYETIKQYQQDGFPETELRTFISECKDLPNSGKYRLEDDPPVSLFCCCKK
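system = HEK293 cells stably carrying human TRPML3-YFP | doses = one concentration, 3 µM nominal, 0.3% DMSO | timing = dye loading 1 h 37 °C then 30 min ambient, 125 s read | detection = Fluo-8 calcium dye fluorescence, ex 470-495, em 515-575 nm | benchmarks = high control carbachol 87 µM, low control DMSO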
NPY1 pot ag: potentiates or activates human NPY-Y1 receptor. NPY-Y1 expressing cells, potentiator/agonist activation. activation, % at 3.6 µM. 220,000 compounds, 0.37% hits. AID 1304; in the data active means activation above about 33%, passing the limit was not always enough;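 further: cells stimulated with NPY at EC10 then isoproterenol at EC100; 0% = low agonist plus stimulus and 100% = saturating agonist plus stimulus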
Target sequence (P25929 whole entry, looked up): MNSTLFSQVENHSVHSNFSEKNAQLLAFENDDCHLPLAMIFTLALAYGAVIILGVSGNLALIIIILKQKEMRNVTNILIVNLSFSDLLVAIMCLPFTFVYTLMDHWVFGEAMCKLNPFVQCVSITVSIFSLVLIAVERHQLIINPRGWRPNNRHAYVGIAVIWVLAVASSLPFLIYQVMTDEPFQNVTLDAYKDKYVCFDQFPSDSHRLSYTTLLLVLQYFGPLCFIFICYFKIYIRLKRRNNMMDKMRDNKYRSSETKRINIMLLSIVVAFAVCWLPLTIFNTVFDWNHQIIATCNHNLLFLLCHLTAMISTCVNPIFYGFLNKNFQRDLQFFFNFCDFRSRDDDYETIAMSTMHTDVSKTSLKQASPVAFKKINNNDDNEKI
NPY Y1 blocker: antagonists of human neuropeptide Y receptor Y1; HEK293-CNG Y1 cells, membrane potential fluorescence; NPY at EC95, then isoproterenol; inhibition, % at 3.6 µM; 200,000 compounds, 1% hits; AID 1040;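 active means inhibition above the campaign mean inhibition of all tested compounds plus 3 SD, cut at about 20% in these data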;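 further: 0% = DMSO wells given NPY plus isoproterenol and 100% = isoproterenol alone without NPY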
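Test system: HEK293 cells co-expressing NPY Y1 receptor and cyclic-nucleotide gated channel; Also added: NPY (25 nM), isoproterenol (1 µM), Ro 20-1724 (25 µM); Compound dosing: one concentration, 3.6 µM, in 0.4% DMSO; Timing: dye 3 h, compound 60 min room temperature, stimulation 45 min; Technique: Membrane-potential fluorescent dye readout.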
EP2 mod: modulates human prostaglandin E2 receptor EP2 signaling. induction, % at 25 µM. P43116. 260,000 compounds, 0.83% hits. EP2-expressing cells, cAMP HTRF FRET, PGE2 co-stimulation;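 active means compounds whose cAMP rise, as percent of the full-agonist control response, exceeds 60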;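 further: rat C6 glioma line stably carrying human EP2 under a CMV promoter; the protocol text gives 20 µM as final concentration; 100% = response of wells given 1 µM PGE2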
TRPN1 ag: zebrafish TRPN1 (NompC) channel agonism; HEK293 zebrafish TRPN1-YFP, Fluo-8 calcium fluorescence; 100% = response to 87 µM carbachol; activation, % at 3 µM; 220,000 compounds, 0.18% hits; AID 1424;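 active means activation above its plate's cutoff, the mean activation of test wells on that plate plus 3 SD, cut at about 19% in these data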;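 further: 0% = DMSO alone and 100% = 87 µM carbachol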
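Material – zebrafish TRPN1-YFP in HEK293 cells · Doses – 3 µM single point · Schedule – dye 1 h 37 °C plus 30 min RT · Signal – Fluo-8 calcium fluorescence, excitation 470-495 nm, emission 515-575 nm · Read-out – % activation versus carbachol response · Control set – carbachol high, DMSO low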
EP2 antag: blocks the human prostaglandin E2 receptor EP2 | C6 glioma cells expressing human EP2, cAMP TR-FRET; cells stimulated with saturating PGE2 | inhibition, % at 25 µM | 260,000 compounds, 0.52% hits | AID 1422;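 active means percent inhibition above 40 after rounding to a whole number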;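 further: rat C6 glioma host cells with rolipram phosphodiesterase inhibitor present; the protocol text gives 20 µM as final concentration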
* = called active by the depositor; . = no result given; & = joins results of further samples; [ ] = dose if it differs, or a comment. A portion of the library, so the mix of outcomes need not match the whole.

SMILES | 14-3-3 Bad PPI | PPC-1+TRAIL kill | CHOP inhibitor | TRPML3 agonist | NPY1 pot ag | NPY Y1 blocker | EP2 mod | TRPN1 ag | EP2 antag
CCOc1ccccc1C1NC(=O)NC(C)=C1C(=O)OC1CCCC1C (configuration not stated) | -13.7 | 14.2 | 21.9 | -0.9 | 15.3 | 2.1 | 41.5 | -0.6 | 3.5
COc1ccccc1NC(=O)Oc1ccc(NC(=O)c2ccco2)cc1 | -3.1 | 17.8 | 7.2 | 0.0 | 15.7 | 2.5 | -37.3 | -0.5 | 13.9
O=c1c2ccccc2n2c(-c3cccc(F)c3)nnc2n1Cc1ccccc1 | 6.4[fluorescence artefact?] | -14.1 | 31.9 | -0.3 | 0.7 | 0.2 | 19.5 | 0.3 | 11.6
Cc1cc(OCCOCCN(C)CCO)cc(C)c1Cl | -10.5 | 1.0 | 12.4 | 0.2 | -3.8 | 4.8 | -25.9 | 2.1 | 23.1
O=C(O)C1=C(C(=O)N2CCN(C(=O)c3ccco3)CC2)CCCC1 | -7.7 | 17.6 | -1.2 | -0.3 | 3.3 | -2.3 | 21.3 | 0.3 | .
c1ccc(-n2nc3c(ccc4cnnc43)[nH]2)cc1 | 11.8[fluorescence artefact?] | 6.7 | 85.5* | -1.0 | 19.1 | -2.0 | -11.6 | -2.2 | 25.1
Cc1cc(C)nc(Nc2nc(C)c3cc4c(cc3n2)OCO4)n1 | . | -24.0 | -3.8 | 0.6 | -5.3 | -0.2 | -0.3 | 1.2 | 10.1
CCN(CCCNC(=O)Cn1cc2c(n1)CCCC2)c1cccc(C)c1 | -7.9 | 6.4 | 29.5 | -0.4 | -11.2 | 0.0 | 2.7 | 0.0 | 2.3
COc1cc(C(=O)N(CCc2ccccc2)C2=CC3CCC(C2)N3C)cc(OC)c1OC (configuration not stated) | 17.4 | 36.4 | 33.5 | 0.5 | 4.9 | -3.2 | 12.2 | -0.4 | 14.3
Cc1sc2nc(SCC(=O)N3CCN(CCO)CC3)n(-c3ccccc3)c(=O)c2c1C | 10.3 | 20.7 | -18.0 | 0.2 | -8.7 | 0.3 | 28.9 | 3.1 | 9.9
Nc1ccc(N2CCCCC2)c2nonc12 | -9.2 | -3.7 | 55.6 | 1.0 | -4.8 | 1.5 | -46.1&15.7 | 2.7 | 6.9&1.0
Cc1ccc(NC(=O)c2cn(CCC#N)nc2-c2cccs2)c([N+](=O)[O-])c1 | 0.8 | 30.7 | 9.8 | 0.1 | -20.1 | 3.8 | 2.2 | 0.0 | 5.7
CCOc1ccccc1N1CC(C(=O)NCCc2ccc(S(N)(=O)=O)cc2)CC1=O (configuration not stated) | -0.1 | 19.0 | -0.4 | -0.1 | -2.6 | 2.4 | 27.1 | -1.3 | 13.0
Cc1oc2c(C)c(O)ccc2c(=O)c1-c1nncn1-c1ccccc1 | 1.8 | 25.0 | 0.3 | 0.5 | -23.4 | 2.9 | 1.1 | 3.3 | 6.9
COC(=O)c1sc(Nc2ccccc2)nc1C | 2.3 | 18.8 | -26.8 | -0.6 | 19.1 | 1.6 | 13.9 | -1.6 | 17.5
CCOc1ccc(C(=O)Nc2cc(OC)ccc2OC)cc1 | -0.5 | 21.5 | -17.0 | -0.5 | -20.5 | 8.3 | -8.4 | -1.0 | 5.0
CCCN1C(=O)/C(=C/c2ccncc2)SC1=S | -7.9 | -3.6 | 15.5 | 0.2 | 10.6 | -0.8 | -41.3 | -0.6 | 15.6
COc1ccc(N2CC(C(=O)NC3CC(C)(C)NC(C)(C)C3)CC2=O)cc1 (configuration not stated) | -5.9 | -0.1 | -17.2 | -0.1 | 4.5 | 1.5 | 14.8 | 1.5 | 6.0
COC(=O)COc1ccc(S(=O)(=O)N2CCc3ccccc3C2)cc1C | -7.1 | 11.7 | -8.9 | 1.9 | 18.2 | -4.1 | -25.2 | -1.7 | 9.1
CNC(=S)Nc1cccc2[nH]ncc12 | -15.2[fluorescence artefact?] | 15.9 | 8.8 | 0.8 | 0.8 | -0.8 | 25.6 | 1.8 | 5.1
CCOc1cc(-c2cc(-c3ccc(C)o3)nc(N)c2C#N)ccc1O | -28.4[fluorescence artefact?] | 9.0 | 51.1 | -1.0 | -9.6 | -1.5 | 7.5 | -0.2 | 3.0
Fc1cc(F)c2nc(Nc3nc4cc5c(cc4s3)OCO5)sc2c1 | 94.9*[fluorescence artefact?] | -0.2 | 108.5* | 0.9 | -1.1 | -5.8 | -12.4 | 1.2 | 6.2
CC(C(=O)N1c2ccccc2Sc2ccccc21)n1nnc(-c2cccs2)n1 (configuration not stated) | 4.4 | 25.7 | 48.5 | -0.6 | -14.1 | 8.5 | 35.5 | -0.3 | 15.2
COc1ccc(NC(=O)C2=C(C)C(=O)OC23CCC(C)CC3)cc1Cl (configuration not stated) | 4.8 | 21.4 | -0.8 | 1.1 | 48.4* | -5.6 | -16.9 | 0.4 | 7.8
CCCC(=O)Nc1cccc(-c2cn3cccnc3n2)c1 | 13.4 | -7.0 | -16.1 | 0.2 | 1.4 | -1.3 | -25.5 | -1.3 | 5.6
CCn1c(C)nc2cc(C(=O)N/N=C/c3ccccc3C)ccc21 | -5.5 | 7.7 | 8.2 | 0.6 | 12.5 | -1.5 | -20.1 | 0.9 | 3.3
O=c1[nH]c2ccccc2nc1/C=C/c1ccc(F)cc1 | 0.0 | 17.3 | -12.8 | 2.2 | 8.8 | -2.8 | -8.9 | 1.1 | 3.6
CC(=O)c1ccc(NC2CC(O)C(O)CO2)cc1 (configuration not stated) | -3.0 | 8.3 | -9.1 | 0.8 | -1.9 | -5.8 | 4.4&-5.4 | -1.1 | 5.5&11.9
COc1cc(SC)ccc1C(=O)Nc1ccncc1 | 0.2 | 17.5 | 38.7 | 1.4 | -6.3 | -8.5 | -0.4 | -1.2 | 3.8
Cc1ccc(C)c(OCc2ccc(C(=O)NN)o2)c1 | -10.2 | 9.4 | 16.3 | 0.6 | -14.1 | . | -37.9 | 1.2 | 11.9
O=C(Cn1ccc([N+](=O)[O-])n1)NCCc1c[nH]c2ccccc12 | -13.4 | 20.4 | 34.3 | 0.1 | -6.6 | -2.2 | -8.2 | -1.6 | 5.4
CC(=O)Nc1ccc(S(=O)(=O)N2CCN(c3ccc(C)c(Cl)c3)CC2)cc1 | -1.8 | -8.7 | 57.8 | 1.1 | 17.3 | -1.2 | -8.6 | 0.3 | 12.0
CCC(=O)Nc1ccc(C(=O)NNC(=O)c2cc(OC)c(OC)c(OC)c2)cc1 | 7.4 | 2.0 | -8.6 | 0.3 | -4.8 | 1.6 | 10.9 | 0.9 | 8.9
COC(=O)c1cnn(-c2nc3c(C)cccc3s2)c1C | -4.1[fluorescence artefact?] | 9.5 | -0.2 | 0.8 | -10.5 | 12.7 | 15.8 | 0.5 | 9.9
CCc1c(C(=O)NNC(=S)NCc2ccccc2)csc1C | -27.4 | 8.3 | -47.5 | 0.4 | -6.0 | 5.4 | 5.0 | -1.1 | -0.3
COC(=O)c1ccc(-n2cc(-c3ccc(OC)cc3)[nH]c2=S)cc1 | 10.7 | -10.0 | 34.8 | -0.9 | -13.4 | -0.4 | -33.5 | 1.0 | 8.8
CN(CCO)c1ncnc2nc[nH]c12 | 0.8[fluorescence artefact?] | . | 11.8 | 0.8 | -20.9 | 0.6 | 2.6 | 1.3 | 7.5
C/C(=N\NC(=O)c1cc(-c2ccco2)nc2ccccc12)c1cccnc1 | -5.1 | 15.8 | 3.5 | 0.2 | -3.9 | 2.2 | -24.5 | 0.6 | 6.3
CNS(=O)(=O)c1cccc(C(=O)OCC(=O)c2cc(C)n(-c3ccc4c(c3)OCO4)c2C)c1 | -15.0 | 14.7 | 14.6 | -0.2 | -14.4 | -3.1 | 33.6 | 0.5 | 2.5
C=CCn1c(=O)[nH]c2cc(C(=O)N3CCN(c4cccc(Cl)c4)CC3)ccc2c1=O | 2.7 | 12.3 | 60.1 | 0.8 | -28.1 | 14.1 | -23.2 | 3.9 | .
Cc1ccc2oc(-c3ccccc3)c(C(=O)O)c(=O)c2c1 | 0.8 | 28.5 | 69.0 | -0.9 | 6.4 | -2.8 | 9.9 | -1.2 | 8.1
CC(Oc1ccc(Cl)cc1Cl)c1nc(-c2ccc(NC(=O)c3cccnc3)cc2)no1 (configuration not stated) | 14.2[fluorescence artefact?] | 4.3 | 46.9 | 0.1 | -10.7 | 0.7 | -11.0 | 0.0 | 35.2
O=C(NCc1cccnc1)C(C(=O)c1ccc(F)cc1)n1ccccc1=O (configuration not stated) | 2.2[fluorescence artefact?] | -7.5 | -12.1 | 0.9 | -3.7 | -1.6 | -4.7 | 0.7 | 3.8
Cc1ccc2cc(CNC(C)C)c(=O)[nH]c2c1 | 0.3 | 6.3 | -7.0 | 0.5 | 14.7 | -0.6 | -23.8 | 1.0 | 17.2
Cc1cc(OCC(=O)N(C(C)C)C(C)C)ccc1Cl | -9.9 | 2.2 | 14.6 | 0.2 | 1.1 | 6.8 | -28.8 | -2.5 | 7.8
Cc1ccc2[nH]c(=O)c(CN(CCO)Cc3nnnn3CCc3ccccc3)cc2c1 | 1.8 | 22.7 | -6.9 | 0.1 | -2.5 | -1.2 | -0.9 | 0.1 | 8.1
NC(=O)c1cc2c(s1)-c1cc(Cl)ccc1SC2 | 4.1 | 1.6 | 34.2 | 0.3 | 13.1 | . | 2.0 | 0.5 | 7.0
CN1CCCC(C(=O)C(C#N)c2ccccc2)C1 (configuration not stated) | -2.5 | -2.4 | -4.6 | 0.5 | 5.6 | 3.3 | -16.6 | 0.1 | 8.3
Cc1ccc(NC(=O)CCCSc2ccccc2)cc1S(=O)(=O)N1CCOCC1 | -1.1 | 12.5 | 3.9 | 0.9 | 20.1 | 0.5 | -34.0 | 1.7 | 5.9
CC(C)Cc1nnc(NC(=O)Cc2ccccc2[N+](=O)[O-])s1 | -15.9[fluorescence artefact?] | 3.4 | 37.1 | 1.7 | 1.1 | 1.9 | -24.0 | 3.7 | 3.3
CCCCn1c(SCC(=O)N2CCc3ccccc32)nnc1-c1ccncc1 | -5.5 | 11.1 | 12.8 | 0.0 | -5.2 | . | 14.8 | 1.4 | 0.1

Structures listed so far that bear a hit mark in CHOP inhibitor:
canonical_smiles,14-3-3 Bad PPI,CHOP inhibitor,TRPML3 agonist,NPY1 pot ag,NPY Y1 blocker,EP2 mod
c1ccc(-n2nc3c(ccc4cnnc43)[nH]2)cc1,11.8[fluorescence artefact?],85.5*,-1.0,19.1,-2.0,-11.6
Fc1cc(F)c2nc(Nc3nc4cc5c(cc4s3)OCO5)sc2c1,94.9*[fluorescence artefact?],108.5*,0.9,-1.1,-5.8,-12.4
